Screening data from PubChem BioAssay.
ERK EGF inh – inhibitors of EGF-stimulated ERK signaling pathway; HEK293-V1b, EGF-stimulated phospho-ERK AlphaScreen; Potency, µM (highest dose often 11.5 µM), without a hit: at the top dose activity change, negative = inhibition, actives largely listed as inhibitors; actives 0.41% (n = 130,000); active = well fitted inhibition curve with a large enough effect; inconclusive = small, poorly fitted or top-dose-only effect, or effect the other way;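 note: plate controls were stimulated vehicle wells for no effect and unstimulated vehicle basal for full effect; nearly all actives have a fitted effect of over 55% in size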
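Stably V1b-transfected HEK293 cells; 30 min compound, then EGF 25 nM final for 5 min at 37C; 10 min lysis; phospho-ERK by AlphaScreen after 5 hr beads at room temperature.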
Active calls of the source: *; ? = inconclusive; & = joins results of further samples; [ ] = remark or other dose. Potency is the fitted concentration of half-maximal effect. These rows are one share of the data (hit frequency here may not be typical).

SMILES	ERK EGF inh
CC1CCN(C2=NC(=O)/C(=C/c3cn[nH]c3-c3ccccc3)S2)CC1	11%
CCCCNC(=O)c1c[nH]c2ccc(S(=O)(=O)N3CCOCC3)cc2c1=O	-2%
Nc1nc(NCc2ccco2)nc(N2CCN(Cc3ccccc3)CC2)c1[N+](=O)[O-]	-4%[57.5 µM]
Cc1ccc(S(=O)(=O)N(CC(=O)N2CCC(C)CC2)c2ccccc2)cc1	26%
CC1CCCC(CC(=O)O)(CC(=O)O)C1 (stereo not drawn)	-7%[57.5 µM]
CC(Cl)C(=O)Nc1ccccc1C#N (stereo not drawn)	1%
Cc1cc(-c2sccc2Br)nc(-n2cccc2)n1	-12%
COc1ccccc1C(=O)Nc1cccc(SC)c1	-5%
CC(C)CN1CCN(Cc2ccc(Oc3ncccn3)cc2)CC1CCO (stereo not drawn)	2%[57.5 µM]
Cn1cc(CNCc2ccc(-n3cccn3)cc2)c(-c2ccccc2F)n1	-17%
Cc1cccc(C)c1NC(=O)C1(C)c2cccc[n+]2CC(=O)N1Cc1cccs1 (stereo not drawn)	5%
O=S1(=O)CCC(NC(=S)Nc2ccccc2)C1 (stereo not drawn)	2%[57.5 µM]
NC(=O)CSc1nnc(-c2ccc([N+](=O)[O-])cc2)o1	-4%
COC(=O)C1=C(C)N(c2cccc(OC)c2)C(=O)/C1=C\c1ccco1	?
N#CCc1nc2ccc(S(=O)(=O)N3CCOCC3)cc2s1	-7%[57.5 µM]
Cc1cccc(Nc2c(F)c(F)c(F)c(F)c2C(=O)O)c1	-1%
COC(=O)[C@@H]1C[C@H]1[C@@H](NC(=O)Oc1ccc(F)cc1)c1ccccc1	8%
COc1cc(OC)cc(C(=O)NCC(=O)OCc2cc(=O)oc3cc(OC)ccc23)c1	3%[57.5 µM]
Cn1c(SCC(=O)N2CCCC2)nnc1-c1cnccn1	3%
COc1ccc(CNC(=O)c2sc3nc4c(c(C(F)(F)F)c3c2N)CCC4)cc1	-6%
Cc1nnc(SCc2cccc3ccccc23)s1	-7%[57.5 µM]
O=C(Nc1ccccc1)Oc1ccccc1N1CCOCC1	-8%[57.5 µM]
COc1ccc(C(=O)O)cc1S(=O)(=O)N(C)CCc1ccccn1	10%[57.5 µM]
O=C(Cn1cnc2ccccc21)N/N=C/c1cccc([N+](=O)[O-])c1	-12%
CCC(C(=O)OCC(=O)Nc1cccc(S(=O)(=O)NC2=NCCCCC2)c1)c1ccccc1 (stereo not drawn)	-6%

Taken from the listing (seven entries):
SMILES	ERK EGF inh
Cn1c(SCC(=O)N2CCCC2)nnc1-c1cnccn1	3%
COc1ccc(CNC(=O)c2sc3nc4c(c(C(F)(F)F)c3c2N)CCC4)cc1	-6%
Cc1nnc(SCc2cccc3ccccc23)s1	-7%[57.5 µM]
O=C(Nc1ccccc1)Oc1ccccc1N1CCOCC1	-8%[57.5 µM]
COc1ccc(C(=O)O)cc1S(=O)(=O)N(C)CCc1ccccn1	10%[57.5 µM]
O=C(Cn1cnc2ccccc21)N/N=C/c1cccc([N+](=O)[O-])c1	-12%
CCC(C(=O)OCC(=O)Nc1cccc(S(=O)(=O)NC2=NCCCCC2)c1)c1ccccc1 (stereo not drawn)	-6%

Following part
SMILES	ERK EGF inh
N#CC(C#N)=C1C=C2C=C(N3CCCCC3)CCC2CC1 (stereo not drawn)	5%
COc1ccc(-c2oc3cc(OC)c(O)c(OC)c3c(=O)c2OC)cc1O	10%[57.5 µM]
CCOC(=O)c1c(C)n(-c2ccccc2)c2ccc(O)c(CN(C)C)c12	-7%[57.5 µM]
CCOCC(=O)Nc1nc2ccc(C)cc2s1	4%
CC(C)c1cc(C(=O)N/N=C/C=C/c2ccccc2)n[nH]1	-4%
O=C(NS(=O)(=O)c1ccc(F)cc1)O[C@@H]1C(=O)c2cc(Br)ccc2O[C@H]1c1ccc2c(c1)OCO2	-6%
COc1ccc(NC(=O)CNC(=O)c2cccs2)cc1Cl	-6%
NC(=O)c1ccc(SCC(=O)NC2CCCCC2)c([N+](=O)[O-])c1	-23%
Cc1ncc(CN2CCN(C3CCCC3)C(CCO)C2)s1 (stereo not drawn)	-1%
CCC(C)NC(C(=O)Nc1ccc(Cl)c([N+](=O)[O-])c1)c1ccccc1 (stereo not drawn)	-8%
COCCCn1nnnc1SCC(=O)Nc1nc(C)c(C)s1	6%
NS(=O)(=O)c1ccc(NC(=S)NCc2ccccc2)cc1	-3%
Cc1ccccc1CN(c1ccc(C(=O)N/N=C/c2ccc(OCC(N)=O)cc2)cc1)S(C)(=O)=O	4%
O=C(CSCc1ccccc1)Nc1ccc2c(c1)OCO2	2%
C#Cc1ccc([C@@H]2C=C(C(=O)O)O[C@H](OCCCCO)C2)cc1	-1%[57.5 µM]
CC(C)(C)NC[C@H](O)COc1cccc2[nH]c(=O)[nH]c12	-16%
O=C(COc1ccc(Br)cc1)NCCO	5%
O=C(O)/C=C/c1cccnc1	1%[57.5 µM]
CCOC(=O)C1=C(N)c2ccccc2CC1C1CCCC1 (stereo not drawn)	?
Cc1cc(C)nc(SCC(=O)N/N=C\C(Br)=C\c2ccccc2)n1	-10%
CC(Sc1nnc2ccccn12)C(N)=O (stereo not drawn)	7%
CC(C)NC(=O)C1CCN(C2CCN(Cc3ccc4cccc(F)c4n3)CC2)CC1	0%
CCN(Cc1ccccc1)C(=O)COC(=O)c1cc(Cl)nc(Cl)c1	-1%
CCCOc1ccc(-c2cn3ccccc3n2)cc1	3%
COc1ccc2c(c1)C=C(CN1CCN(C(C)C)C(CCO)C1)CO2 (stereo not drawn)	-2%
Additional structures:
SMILES	ERK EGF inh
N/C(=N/O)c1ccccc1N1CCC(Cc2ccccc2)CC1	-4%
Cc1cccc(C(=O)NCC(=O)OCC(=O)c2cc(C)n(CC3CCCO3)c2C)c1 (stereo not drawn)	-2%
CC(C)(C)C(=O)NCCc1nc2ccccc2n1CC(=O)c1ccccc1	-1%
O=C(CCN1CCOCC1)NNC(=S)NC(=O)c1ccc(Br)cc1	-5%
COC(=O)[C@@]1(Cc2ccccc2)[C@H]2c3cc(C(=O)N(C)C)n(CCO)c3C[C@H]2CN1C(=O)c1ccccc1	8%
CSc1cccc(NC(=S)N(CCCN2CCC(C)CC2)Cc2cccs2)c1	8%
Cn1c(N)c(C(=O)COC(=O)c2ccc(Cl)c(S(=O)(=O)N3CCCC3)c2)c(=O)n(C)c1=O	-2%[57.5 µM]
O=C(OCC(=O)N(Cc1ccccc1)C1CCS(=O)(=O)C1)c1cc2c(s1)CCCC2 (stereo not drawn)	1%
CC(=O)/C(N=Nc1cc2c(c([N+](=O)[O-])c1C)C(C)(C)CC2(C)C)=C(\C)O	?
CCOC(=O)C1=C(C)N(C)C(=S)NC1c1ccc(Cl)cc1 (stereo not drawn)	6%
CC(=O)Nc1ccc(NC(=S)NC(=O)c2ccc([N+](=O)[O-])c(C)c2)cc1	10%
NNC(=O)c1sc(-c2ccc(Cl)cc2)cc1N	-1%
O=C(O)CCCn1cc(NC(=O)COc2ccccc2[N+](=O)[O-])cn1	-11%[57.5 µM]
O=C1C2CCCN2C(c2ccccc2)N1c1ccc(Cl)cc1 (stereo not drawn)	2%
O=C(NCCc1csc(-c2cccnc2)n1)c1ccccc1Br	4%[57.5 µM]
O=C(N/N=C/c1cccn1-c1ccccc1)c1ccncc1	1%
CCC(C(=O)NCCCc1ccccc1)c1ccccc1 (stereo not drawn)	-1%
COc1cc(/C=C/C(=O)O)cc(S(=O)(=O)Nc2cccc(S(=O)(=O)N3CCOCC3)c2)c1OC	-3%[57.5 µM]
CCOC(=O)c1c(C)[nH]c(C)c1C(=O)COC(=O)c1cccc(C)c1O	0%
CCCNC(=O)NC(=O)COC(=O)c1ccc(S(=O)(=O)N(C)c2ccccc2OC)cc1	-3%
COc1ccc(-c2nn(-c3ccccc3)cc2CNCCN2CCOC2=O)c(F)c1	8%
C/C(N)=C(/C#N)C(=O)COC(=O)CNS(=O)(=O)c1ccc2ccccc2c1	-4%[57.5 µM]
CCOC(=O)C1=C(C)NC(c2cccs2)C(=O)N1 (stereo not drawn)	8%
CC(=O)c1c(C)nc(Nc2nc3ccccc3s2)nc1C	-7%[57.5 µM]
C[N+](C)(C)CCOP(=O)(O)OP(=O)([O-])OC[C@H]1O[C@@H](n2ccc(N)nc2=O)[C@H](O)[C@@H]1O	-13%[57.5 µM]
(next part)
SMILES	ERK EGF inh
COc1ccc(-n2cc(C(=O)c3cc(Cl)ccc3O)cc(C#N)c2=O)cc1	2%
CCCn1nnnc1NC(=O)COc1ccc(CC)cc1	4%
CNC(=O)C(=O)NCCN1CCN(C(=O)c2ccc([N+](=O)[O-])cc2)CC1	-5%
CCOc1ccc(CNc2nc3ccccc3n2CCN2CCOCC2)cc1	6%
Cc1cc(C)c2cc(C(=O)N(C)C3CCN(C)CC3)[nH]c2c1	9%[57.5 µM]
CCn1c(=O)c([N+](=O)[O-])c(NCc2ccc3c(c2)OCO3)c2ccccc21	?
CCN(CC)S(=O)(=O)N1CCC(C(=O)NC2CCCc3ccccc32)CC1 (stereo not drawn)	6%
CCCCCCCn1c2c(c(=N)c3ccccc31)CCC2	-15%
C/C(CC(=O)NC1CCCC1)=N\NC(=O)C1CCCCC1	4%
CCn1nc(C)cc1C(=O)Sc1ccc(Cl)cc1Cl	0%[57.5 µM]
CCCOc1ccc(N2CC(C(=O)NC3=NCCS3)CC2=O)cc1 (stereo not drawn)	-2%
COC(=O)c1ccc(N2C(=O)CC(SCC(=O)Nc3ccc(OC)cc3)C2=O)cc1 (stereo not drawn)	?
FC(F)(F)c1cc(-c2cccs2)nc2nc(N3CCOCC3)sc12	-3%
Cc1ccc(-n2c(Cc3cccc4ccccc34)n[nH]c2=S)c(C)c1	1%
CCN(C(=O)CSc1nnc(-c2cccs2)n1CC)C1CCS(=O)(=O)C1 (stereo not drawn)	4%[57.5 µM]
COc1ccc(Nc2nc(Cl)nc(N3CCN(c4ccc(OC)cc4)CC3)n2)cc1	?
COc1ccc2cc([C@H](C)C(=O)O)ccc2c1	-2%
CNC(=S)N/N=C/c1cn(CCOc2ccc(OC)cc2)c2ccccc12	10%
COc1ccc2c(c1)O[C@@H](c1ccc3c(c1)OCO3)[C@H](OC(=O)Nc1ccc(OC(F)F)cc1)C2=O	-5%
Nc1ccccc1C(=O)NNC1=C(C(=O)C(F)(F)F)CCC1	7%[57.5 µM]
Cn1c(O)c(N=NC(=O)c2cc(-c3cccs3)nc3ccccc23)c2ccccc21	7%
O=C(Oc1cccc2cccnc12)c1cccc([N+](=O)[O-])c1	7%
CCc1ccc(CN(C)Cc2nc(COc3ccccc3)no2)nc1	-2%
O=C(CCC1CCCC1)Nc1ccc([N+](=O)[O-])cn1	2%
COc1ccc(S(=O)(=O)N2N=C(c3ccc(NS(C)(=O)=O)cc3)CC2c2ccco2)cc1 (stereo not drawn)	-5%

Part of the list above, bar-delimited:
compound | ERK EGF inh
CCOc1ccc(CNc2nc3ccccc3n2CCN2CCOCC2)cc1 | 6%
Cc1cc(C)c2cc(C(=O)N(C)C3CCN(C)CC3)[nH]c2c1 | 9%[57.5 µM]
CCn1c(=O)c([N+](=O)[O-])c(NCc2ccc3c(c2)OCO3)c2ccccc21 | ?
CCN(CC)S(=O)(=O)N1CCC(C(=O)NC2CCCc3ccccc32)CC1 (stereo not drawn) | 6%

Later entries.
SMILES	ERK EGF inh
Cc1ccc(S(=O)(=O)c2ccc(Cl)cc2)cc1S(=O)(=O)NC(C)C(=O)O (stereo not drawn)	-4%
Cc1ccc(C2CC(=O)Nc3c2ccc2ccccc32)cc1[N+](=O)[O-] (stereo not drawn)	?
COc1cc([C@@H]2C[C@H]3CN(c4ccccc4)C(=O)[C@]34CCCN24)cc(OC)c1OC	-13%[57.5 µM]
COc1cc2cc(C(c3nnnn3C3CCCC3)N(C)C3CCCCC3)c(=O)[nH]c2cc1OC (stereo not drawn)	-2%
c1ccc(C(c2ccccc2)N2CCN(Cc3nnnn3C3CCCCC3)CC2)cc1	6%
COc1ccc(NC(=O)c2ccc3nccnc3c2)cc1	1%
CNC(=O)[C@@H]1C[C@H]1[C@@H](NC(=O)OCc1ccccc1)c1ccccc1	-1%&-2%
O=C(O)CCSc1nnc(COc2cccc3cccnc23)n1-c1ccccc1	4%
COC(=O)[C@@H]1CCCN1C(=O)CCc1nnc(C2CCCCC2)o1	8%
CCCC(C(=O)NC(C)(C)C)N(CC1CCCO1)C(=O)c1snc(C(N)=O)c1N (stereo not drawn)	9%
CC(C)(C)S(=O)(=O)c1cnc2c(-c3ccsc3)cnn2c1N	-5%
S=C(NCCc1ccccc1)N/N=C/c1ccccc1Cl	7%
Cc1nc2ccc(NC(=O)CCS(=O)(=O)c3ccc(Cl)cc3)cc2s1	5%
COC(=O)c1ccc(NC(=O)Nc2cccc(F)c2)cc1	5%
O=C(CSc1nnnn1-c1ccccc1)Nc1ncc(Cc2ccccc2Cl)s1	1%
C=CCC(C(=O)OC)(C(=O)OC)c1ccc([N+](=O)[O-])cc1[N+](=O)[O-]	-8%
O=S(=O)(NC(=NCc1ccccc1)c1ccc(F)cc1)c1ccc(Cl)cc1	-14%
O=C(Nc1cccc2c1CCCC2)c1ccc(Cl)c([N+](=O)[O-])c1	-9%
O=C(CN1CCOCC1)Nc1cc([N+](=O)[O-])ccc1Cl	-1%
CCc1nnc(NC(=O)CSc2nc(-c3ccccc3)c(-c3ccccc3)o2)s1	3%
Cc1ccc2c(CN3CCN(Cc4ccc5c(c4)OCO5)CC3)cc(=O)oc2c1C	?
COc1ccccc1C(C#N)N1N=C(C)CC1(C)C (stereo not drawn)	-16%
O=c1[nH]c2cc(S(=O)(=O)CCO)ccc2o1	6%[57.5 µM]

Arranged by the number under ERK EGF inh (high to low): three of the compounds above.
SMILES	ERK EGF inh
c1ccc(C(c2ccccc2)N2CCN(Cc3nnnn3C3CCCCC3)CC2)cc1	6%
CCc1nnc(NC(=O)CSc2nc(-c3ccccc3)c(-c3ccccc3)o2)s1	3%
O=C(CSc1nnnn1-c1ccccc1)Nc1ncc(Cc2ccccc2Cl)s1	1%
